# K1F lysis inhibition: inhibition of K1F phage lysis, E. coli UTI89, bacterial capsule biogenesis inhibitors, alamar blue (AID 488966); inhibition, % at 100 µM, or IC50 in µM where a hit was titrated; E. coli UTI89 K1F phage lysis, alamar blue, 2 h; higher % means a stronger effect; 0.02% of 340,000 active;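 active = phage lysis inhibition, versus mean bacterial control, above a set limit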;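 note: capsule biogenesis inhibitors block K1F phage lysis so surviving cells raise fluorescence; higher fluorescence means more inhibition of phage lysis; actives were called in the ten point dose series up to 300 µM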
# Dengue-2 NS5 capping: Dengue-2 NS5 methyltransferase inhibitors, primary screen, biochemical, confirmation dose response (AID 588689). Dengue-2 NS5 methyltransferase capping enzyme assay, biochemical; higher % means a stronger effect. 0.3% of 340,000 active. inhibition, % at 25 µM, or IC50 in µM where a hit was titrated; in the data active = a potency from the dose series
# Dengue-2 NS5 capping pilot replicate: further read-out of Dengue-2 NS5 capping, marked with its call; inhibition, %; measured here: pilot screen replicate inhibition
# Starred values were filed as active, the others as inactive; i = inactive; & = joins results of further samples; [ ] = remark or other dose. Only part of the results is shown; count on the stated rates, not on these rows.
SMILES,K1F lysis inhibition,Dengue-2 NS5 capping,others
CCN(c1ccccc1)S(=O)(=O)c1cc(C(=O)NCC(c2ccc(OC)cc2)N(C)C)ccc1C (configuration not stated),7.2%,-7.3%,
Cn1c(=O)c2[nH]c(CCC3CCCC3)nc2n(C)c1=O,2.2%,1.9%,
Nc1ccc(S(=O)(=O)c2ccc(NC(=O)c3cccnc3)cc2)cc1,-1.3%,-7.2%,
Nc1ccc2[nH]c(=S)sc2c1,-3.5%,5.8%,
O=C(CCN1CCCCC1)N1CCc2c([nH]c3ccccc23)C1c1cccnc1 (configuration not stated),3.8%,-11.6%,
CN(C)C(=S)N=c1ssc(=S)n1Cc1ccccc1,2.9%,-4.2%,
O=C1c2cccc(NCCCNCCO)c2C(=O)c2cccc(NCCCNCCO)c21,i,9.7%,
C1CN(CC2COC(CN3CCOCC3)CO2)CCO1 (configuration not stated),-3.8%,0.0%,
Cc1cn(C2CC(O)C(CO)O2)c(=O)n(CCCc2ccccc2)c1=O (configuration not stated),1.2%,1.2%,
CC(=O)OC1CCC2(C)C(=CCC3C2CCC2(C)C3CC3ON=C(C)C32)C1 (configuration not stated),-0.2%,0.8%,
O=C1NC(=O)N(c2ccc(Cl)cc2)C(=O)/C1=C/c1ccc2c(c1)CCN2Cc1ccccc1Cl,0.4%,-15.1%,
Cc1c([N+](=O)[O-])cc(N2C(=O)C=CC2=O)cc1[N+](=O)[O-],-6.5%,8.2%,
C#CCOCCOCCOCCNc1nc(N2CCOCC2)nc(N2CCN(C(=O)[C@H](C)n3cc(CCC(=O)O)nn3)CC2)n1,4.2%,5.7%,
CCOC(=O)/C=c1/s/c(=C/c2ccccc2OC)c(=O)n1CC(=O)N1CCOCC1,-0.5%,8.0%,
CC(C)(O)CN(C(=O)c1ccc([N+](=O)[O-])cc1)C1CCCC1,-1.4%,5.4%,
COc1ccc(Br)cc1/C=N/Nc1ccc(S(=O)(=O)Nc2ccccc2C(=O)O)cc1[N+](=O)[O-],-2.4%[50 µM],15.0%,
NC(=O)c1ncn([C@@H]2O[C@H](CNCc3ccccc3OCc3ccc(Cl)cc3Cl)[C@@H](O)[C@H]2O)n1,0.0%,0.0%,
CC(=O)Nc1ccc(C=NNC(=O)C2CC2)cc1,-1.4%,6.5%,
O=C(c1ccc(F)cc1)c1cccc(C(=O)c2ccc(F)cc2)n1,-1.1%,-4.8%,
O=Nc1c2cc3ccccc3[nH]c-2c2ccccc12,-0.3%,-6.2%,
CN1NC(=O)CC1c1ccccc1 (configuration not stated),1.6%,-3.9%,
CCOc1ccc(CCN2C(=O)C(=O)N([C@@H](CC(C)C)CN3CCC[C@@H]3CN3C(=O)C(=O)NC[C@@H]3Cc3ccccc3)C[C@@H]2Cc2ccc(O)cc2)cc1,0.2%,-11.2%,Dengue-2 NS5 capping pilot replicate=2.4
Cc1cc(C=O)sc1[B-](F)(F)F,-0.2%,-6.9%,Dengue-2 NS5 capping pilot replicate=-4.5
CC1=CC(C)(C)NC(=S)N1CCO,4.0%,-3.1%,
O=C(Nc1ccn(CCCNCc2ccc3c(c2)OCO3)c(=O)n1)OCc1ccccc1,0.2%,-7.3%,Dengue-2 NS5 capping pilot replicate=-7.0
SMILES,K1F lysis inhibition,Dengue-2 NS5 capping,others
O=C1CC(c2ccccc2)C(=O)N2C(=O)CC(c3ccccc3)C(=O)N12 (configuration not stated),-1.9%,-7.0%,
Cc1n[nH]c(C)c1NC(=O)CN1CCN(S(=O)(=O)c2ccc(C(F)(F)F)cc2)CC1,0.5%[50 µM],-2.9%,
O=[N+]([O-])c1ccc(C=NN=Cc2ccc([N+](=O)[O-])cc2)cc1,1.9%,9.3%,
COc1ccc(C(=O)C2CC2)cc1,-1.4%,1.6%,
CCOC(=O)C1=C(COC(=O)CNS(=O)(=O)c2ccc(NC(C)=O)cc2)NC(=O)NC1C (configuration not stated),0.6%[50 µM],0.7%,
C=CC(=O)N1C/C(=C/c2ccc(F)cc2)C(=O)/C(=C\c2ccc(F)cc2)C1,-2.1%,9.7%,
O=C1C(=O)N(c2ccccc2)C(c2ccccc2)C1c1ccccc1 (configuration not stated),-1.3%,-6.5%,
COc1cccc(C(=O)NNC(=O)c2ccc3ccccc3c2)c1,1.9%,1.9%,
CCCCn1c2nc3ccccc3nc2c2c(=O)n(CC(C)C)cnc21,-0.2%,6.4%,
CN(Cc1ccc([N+](=O)[O-])cc1)c1ccccc1,-3.2%,10.1%,
O=C(N1CCc2cc(S(=O)(=O)NC[C@H]3O[C@@H](n4ccc(=O)[nH]c4=O)[C@H](O)[C@@H]3O)ccc2C1)C(F)(F)F,0.1%,1.3%,
Cc1cc(NC(=O)NC(=O)c2ccccc2NC(=O)CN(C)C)ccc1Oc1ncc(Br)cn1,1.1%,-6.9%,
C(=C1c2ccccc2-c2ccccc21)c1ccccn1,-0.6%,3.5%,
O=C(Sc1n[nH]c(=O)[nH]c1=O)c1ccccc1,-0.4%,-21.0%,
COc1ccc(C(CNC(=O)CCNS(=O)(=O)c2ccccc2C(F)(F)F)N2CCOCC2)cc1 (configuration not stated),0.4%[50 µM],-1.4%,
O=C(Nc1csnn1)OCc1ccccc1,2.9%,5.8%,
COc1ccc(C2c3cc4c(cc3OC(NNC(N)=O)C2C)OCO4)cc1 (configuration not stated),-4.6%,-3.1%,
Cc1cccc(C)c1NC(=O)CNC(=O)c1ccc(N2CCCC2)c([N+](=O)[O-])c1,2.3%,-4.3%,
COC(=O)C1C2CC3c4[nH]c5cc(OC)ccc5c4CCN3CC2CC(O)C1OC (configuration not stated),3.2%,1.4%,
C#CCOCCOCCOCCNc1nc(N2CCN(C(=O)Cn3cc(CCO)nn3)CC2)nc(N2CCN(C(=O)Cn3cc(CCCN=C(N)N)nn3)CC2)n1,-0.5%,-8.0%,
Cc1cccc(N2CCN(CC(O)COc3ccc4ccccc4c3)CC2)c1 (configuration not stated),-2.5%,1.6%,
CCCN(CC(=O)Nc1ccccc1C)C(=O)c1ccc(OCC(=O)N2CCOCC2)c(OCC)c1,0.1%[50 µM],-7.7%,
O=c1[nH]c(=O)n(C2OC(CO)C(O)C2O)cc1F (configuration not stated),-5.3%,0.0%,
CC(=O)N(c1cc(C)ccc1C)c1ccccc1[N+](=O)[O-],-3.0%,-1.5%,
O=C(Nc1ccc(C(=O)N2CCCC2)cc1)c1ccccc1,0.2%,2.6%,
SMILES,K1F lysis inhibition,Dengue-2 NS5 capping,others
O=C(Cn1cc(COc2c(Br)cc(F)cc2Br)nn1)c1ccc(O)cc1,0.1%,1.3%,
O=C(NCc1ccccn1)C1CCCN(S(=O)(=O)c2cc(Cl)ccc2Cl)C1 (configuration not stated),-0.9%,-0.7%,
CSc1nc(O)c(Nc2ccccc2)c(=O)[nH]1,3.7%,1.9%,
Cc1nc2cc(Cc3ccccc3)ccc2o1,4.7%,-1.5%,
Cc1cc([N+](=O)[O-])c2ccccc2c1NS(=O)(=O)c1ccccc1,-1.8%,-0.8%,
CC(=O)N1CCc2cc([N+](=O)[O-])ccc21,1.9%,2.7%,
COc1ccc(C2(C)C(C#N)C(=O)NC(=O)C2C#N)cc1 (configuration not stated),i,-6.5%,
CC(=O)Nc1n[nH]c(=S)s1,0.2%,-15.1%,
CN(C)CCNC(=O)c1ccc(Cl)c2cc3ccccc3nc12,i,4.2%,
O=[N+]([O-])c1ccc(NN=C2CCCCC2)c([N+](=O)[O-])c1,-3.9%,-3.9%,
CCOC(=O)/C=C1/SCC(=O)N1CC(=O)Nc1ccc2c(c1)CCC2,2.1%,10.8%,
COc1cc(N)c2ncccc2c1OC,4.0%,-2.4%,
c1ccc2c(c1)nc1n2CCC1,-2.4%,-7.3%,
O=c1cc(-c2ccco2)oc2ccccc12,1.4%,-8.9%,
O=C(Nc1ccn(CCCNCc2ccccc2)c(=O)n1)OCc1ccccc1,0.2%,-4.6%,Dengue-2 NS5 capping pilot replicate=-7.0
FC(F)(F)c1ccc(-c2cccc3c2C2CC3CCN2Cc2ccccc2)cc1 (configuration not stated),0.4%,-8.6%,Dengue-2 NS5 capping pilot replicate=-7.0
COc1ccc(-c2ccc3c(c2)C2CC3CCN2)cc1 (configuration not stated),0.1%,-1.9%,
COc1ccc(OC)c(C2C/C(=N/O)C(C)C(c3cc(OC)ccc3OC)N2)c1 (configuration not stated),-2.1%,4.0%,
O=C(O)C1=C[C@@H](O)[C@@H](O)[C@H](O)C1,0.7%,-6.7%,
Cc1ccc(CNc2ncnc3c2cnn3C2CCCCO2)cc1 (configuration not stated),-2.0%,0.0%,
COc1ccc(NC(=O)C2CCCCN2S(=O)(=O)c2ccccc2)cc1S(=O)(=O)N1CCOCC1 (configuration not stated),0.7%[50 µM],-3.0%,
Cc1nc(N)[nH]c(=O)c1CCCNc1ccc([N+](=O)[O-])cc1,-4.3%,7.0%,
O=C1[C@H](Cc2ccccc2)NCC=CC[C@@H](c2ccc(Cl)cc2)N1Cc1ccc(Cl)cc1,8.6%,-4.1%,
Cc1nc2[nH]c(=S)[nH]c2c(=O)[nH]1,1.1%,1.2%,
COC(=O)C1CC(C(=O)OC)C2C(C(=O)OC)CC(C(=O)OC)C12 (configuration not stated),1.9%,-1.9%,

# 4 entries from above, sorted by heavy-atom count, lowest first:
SMILES,K1F lysis inhibition,Dengue-2 NS5 capping,others
CC(=O)Nc1n[nH]c(=S)s1,0.2%,-15.1%,
Cc1nc2cc(Cc3ccccc3)ccc2o1,4.7%,-1.5%,
COc1ccc(C2(C)C(C#N)C(=O)NC(=O)C2C#N)cc1 (configuration not stated),i,-6.5%,
O=C(Nc1ccn(CCCNCc2ccccc2)c(=O)n1)OCc1ccccc1,0.2%,-4.6%,Dengue-2 NS5 capping pilot replicate=-7.0

# Remaining list, next part.
SMILES,K1F lysis inhibition,Dengue-2 NS5 capping,others
O=C(O)c1cc(N2CCCC2)ccn1,-0.3%,10.0%,
N#CC1c2ccccc2C=CN1C(=O)N(c1ccccc1)c1ccccc1 (configuration not stated),-0.7%,6.5%,
Cc1noc(C)c1COc1ccccc1C(=O)NC(C)c1ccc(F)cc1 (configuration not stated),0.2%[50 µM],-4.4%,
Cc1nnc(NS(=O)(=O)c2ccc(N=Nc3ccc(N)nc3N)cc2)s1,-2.2%,15.5%,
CCN1CCN(Cc2ccc(NC(=O)c3ccc(C)c(NC(=O)c4cncc(-c5cccs5)c4)c3)cc2C(F)(F)F)CC1,0.5%,-13.0%,
O=C(CN1CCCCCC1)Nc1nc2ccccc2s1,0.2%,-6.2%,
Cc1ccc(S(=O)(=O)N2CCN(C(=O)c3cc(S(=O)(=O)N4CCOCC4)ccc3Cl)CC2)c(C)c1,0.3%[50 µM],1.5%,
O=[N+]([O-])c1cc(-c2ccccc2)cc([N+](=O)[O-])c1O,-2.9%,58.8µM*,
O=C(NN=Cc1ccc2c(c1)OCO2)NN=Cc1ccc2c(c1)OCO2,1.1%,-5.6%,
Cn1c(=O)c(-c2ccccc2)cc2ccccc21,-0.4%,15.3%,
CCn1c(N2CCN(C(c3ccccc3)c3ccccc3)CC2)nc2c1c(=O)[nH]c(=O)n2C,0.2%,0.6%,
CN1C[C@H]2CON(C)[C@H]2C[C@H]1c1cccc(-c2ccccc2)c1,0.3%,-6.6%,Dengue-2 NS5 capping pilot replicate=-3.4
O=[N+]([O-])c1ccc2c(c1)CCN2,-0.5%,-6.4%,
CC(O)C1CCC2C3CCC4CC(O)CCC4(C)C3C(=O)CC12C (configuration not stated),0.6%,-0.7%,
CCn1c(N)cc(=O)[nH]c1=S,0.6%,-7.3%,
CC(NNC(=S)N1CCN(c2ccccn2)CC1)c1nccc2ccccc12 (configuration not stated),1.4%,-4.0%,
CC1(C2CCC3C4CCC5CC6(CCC5(C)C4C(=O)CC32C)OCCO6)OCCO1 (configuration not stated),-4.3%,-11.7%,
CCCCCCCCCCCCCCCC[n+]1ccccc1,-19.5%&3.2%,-3.7%&-1.6%,
Cc1noc(C)c1COc1ccccc1C(=O)N1CCN(S(=O)(=O)c2ccccc2Br)CC1,-0.2%[50 µM],5.9%,
COC1OC(CO)C(N(C)C(C)=O)C1O (configuration not stated),3.3%,3.6%,
COc1ccc(C2NCCCC2c2ccccc2)cc1 (configuration not stated),2.0%,-5.4%,

# For convenience, part of the list above:
SMILES,K1F lysis inhibition,Dengue-2 NS5 capping,others
CC(NNC(=S)N1CCN(c2ccccn2)CC1)c1nccc2ccccc12 (configuration not stated),1.4%,-4.0%,
CC1(C2CCC3C4CCC5CC6(CCC5(C)C4C(=O)CC32C)OCCO6)OCCO1 (configuration not stated),-4.3%,-11.7%,
CCCCCCCCCCCCCCCC[n+]1ccccc1,-19.5%&3.2%,-3.7%&-1.6%,
Cc1noc(C)c1COc1ccccc1C(=O)N1CCN(S(=O)(=O)c2ccccc2Br)CC1,-0.2%[50 µM],5.9%,
COC1OC(CO)C(N(C)C(C)=O)C1O (configuration not stated),3.3%,3.6%,
COc1ccc(C2NCCCC2c2ccccc2)cc1 (configuration not stated),2.0%,-5.4%,

# Compound activity as filed in PubChem BioAssay.
